Source: PubChem
EBNA-1 inh: blocks EBNA-1 binding to DNA | EBNA-1 DNA binding, fluorescence polarization | inhibition, % at 14.8 µM | 300,000 compounds, 0.34% hits | AID 1950; in the data active means inhibition above about 28%
ZTA DNA inh: blocks Epstein-Barr virus ZTA, an EBNA-1 counter-screen; P03206; ZTA-DNA binding, fluorescence polarization; inhibition, % at 11 µM; 320,000 compounds, 0.15% hits; AID 2234; in the data active means inhibition above about 33%
Target sequence (P03206 whole entry, looked up): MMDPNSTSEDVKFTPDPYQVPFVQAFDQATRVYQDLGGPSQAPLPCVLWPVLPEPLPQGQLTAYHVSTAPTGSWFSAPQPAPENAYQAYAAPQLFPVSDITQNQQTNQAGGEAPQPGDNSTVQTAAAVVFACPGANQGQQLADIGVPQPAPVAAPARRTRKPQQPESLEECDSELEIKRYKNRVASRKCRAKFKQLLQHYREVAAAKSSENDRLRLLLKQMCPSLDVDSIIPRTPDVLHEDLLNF
LYPLA1 counter: blocks human lysophospholipase 1, a PME1 counter-screen | O75608 | recombinant LYPLA1, FP-Rh probe fluorescence polarization | inhibition, % at 5.9 µM | 320,000 compounds, 0.16% hits | AID 2174;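 active means inhibition above the mean of all tested compounds plus 3 SD, set per campaign, cut at about 14% in these data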;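 further: inhibitors block serine hydrolase probe labeling of LYPLA1 so polarization falls; 0% = enzyme with DMSO and 100% = wells lacking LYPLA1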
PAD4 inh: blocks human protein arginine deiminase 4; recombinant PAD4, RCA probe fluorescence polarization; inhibition, % at 6.36 µM; 330,000 compounds, 0.41% hits; AID 485272;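 active means percent inhibition above a cutoff equal to the mean of all tested compounds plus 3 SD, cut at about 15% in these data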;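 further: 0% = PAD4 with RCA probe and DMSO and 100% = probe without PAD4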
LYPLA2 inh: blocks human lysophospholipase 2, a PME1 counter-screen. O95372. recombinant LYPLA2, FP-Rh probe fluorescence polarization. inhibition, % at 5.9 µM. 320,000 compounds, 0.38% hits. AID 2177;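 active means inhibition above the screen-wide mean plus 3 SD, limit set per campaign, cut at about 26% in these data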;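 further: 0% = LYPLA2 with DMSO and 100% = wells lacking LYPLA2 enzyme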
Target sequence (O95372 whole entry, looked up): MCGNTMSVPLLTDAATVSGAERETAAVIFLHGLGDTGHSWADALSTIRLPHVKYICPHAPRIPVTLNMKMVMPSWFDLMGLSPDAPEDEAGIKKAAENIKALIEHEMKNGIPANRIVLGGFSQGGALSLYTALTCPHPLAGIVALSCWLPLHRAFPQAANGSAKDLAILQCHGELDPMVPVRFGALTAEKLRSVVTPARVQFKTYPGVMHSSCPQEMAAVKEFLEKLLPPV
GSTO1 counter: GSTO1 inhibition, counter-screen for RBBP9 inhibitors; P78417; recombinant GSTO1, activity-based probe fluorescence polarization; inhibition, % at 5.96 µM; 300,000 compounds, 1.1% hits; AID 1974;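 active means inhibition above the campaign mean inhibition plus 3 SD, cut at about 35% in these data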;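 further: 0% = GSTO1-1 with DMSO and 100% = wells lacking GSTO1-1 enzyme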
Target sequence (P78417 whole entry, looked up): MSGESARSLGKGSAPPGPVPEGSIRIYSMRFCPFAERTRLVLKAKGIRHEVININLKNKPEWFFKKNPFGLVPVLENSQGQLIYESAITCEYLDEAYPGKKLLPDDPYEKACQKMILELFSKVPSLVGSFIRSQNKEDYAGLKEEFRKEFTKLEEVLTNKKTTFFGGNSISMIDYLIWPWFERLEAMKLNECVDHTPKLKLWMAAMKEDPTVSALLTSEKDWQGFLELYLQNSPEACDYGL
PAFAH1B3 FP inh: PAFAH1B3 (human) inhibition; Q15102; recombinant PAFAH1B3, FP-rhodamine probe, fluorescence polarization; inhibition, % at 3.39 µM; 340,000 compounds, 0.28% hits; AID 492972;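 active means inhibition above the screen-wide average of all tested compounds plus 3 SD, cut at about 25% in these data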;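 further: 0% = enzyme with DMSO only and 100% = wells lacking PAFAH1B3 protein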
Target sequence (Q15102 whole entry, looked up): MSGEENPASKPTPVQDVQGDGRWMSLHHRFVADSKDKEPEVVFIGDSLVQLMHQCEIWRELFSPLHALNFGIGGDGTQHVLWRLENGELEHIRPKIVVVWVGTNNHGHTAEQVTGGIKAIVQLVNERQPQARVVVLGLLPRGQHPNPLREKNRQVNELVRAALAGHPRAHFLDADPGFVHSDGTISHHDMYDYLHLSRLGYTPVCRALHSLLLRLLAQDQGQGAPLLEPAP
PREPL inhibitor: inhibitors of human prolyl oligopeptidase-like enzyme PREPL | Q4J6C6 | recombinant PREPL, fluorescence polarization activity-based probe | inhibition, % at 5.96 µM | 320,000 compounds, 0.68% hits; in the data active means inhibition above about 43%;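 further: 0% = enzyme with DMSO and 100% = wells lacking enzyme; many of its hits are not listed in these tables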
PAFAH2 FP inh: inhibitors of human PAFAH2. AID 492956. Q99487. inhibition, % at 3.39 µM. 340,000 compounds, 0.99% hits. recombinant PAFAH2, FP-rhodamine activity probe, fluorescence polarization;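 active means inhibition above the mean over all tested compounds plus 3 SD, cut at about 30% in these data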;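 further: inhibitors block probe labeling of enzyme so polarization drops; 0% = enzyme with DMSO and 100% = wells lacking PAFAH2 protein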
The depositor's hits bear a star; x = no result given.

Results follow in this order: ZTA DNA inh	LYPLA1 counter	GSTO1 counter	LYPLA2 inh	EBNA-1 inh	PAFAH1B3 FP inh	PAD4 inh	PAFAH2 FP inh	PREPL inhibitor
O=C(NCC1CCN(S(=O)(=O)c2ccccc2)CC1)Nc1ccccc1
  2.8	-0.8	6.7	1.9	-2.7	1.8	-2.0	-3.0	7.6
C=CCC(=O)N1CCCC(CO)(Cc2ccc(F)cc2F)C1 (stereo unspecified)
  -5.1	2.0	-0.2	-3.0	1.2	6.5	-4.0	3.2	-8.1
CC1CCCCN1S(=O)(=O)c1ccc2c(c1)CCN2C(=O)CCC(=O)O (stereo unspecified)
  -1.3	-1.5	8.1	-3.8	2.4	4.5	0.3	18.5	14.5
O=C(Nc1cccnc1)/C(N=Nc1ccc(Cl)c(C(F)(F)F)c1)=C(\O)c1ccccc1
  6.2	0.6	-4.0	-5.0	-3.3	8.6	-2.3	-9.5	12.1
Cc1c(NP(=O)(Oc2ccccc2F)Oc2ccccc2F)c(=O)n(-c2ccccc2)n1C
  -3.0	1.2	2.5	-2.7	8.2	-2.5	-4.4	-5.9	4.2
O=C(CCCOc1ccc(Cl)cc1)Nc1nncs1
  9.7	-2.3	0.2	-4.5	0.9	-3.5	0.0	-1.2	-6.5
CC(=O)N1CCN(c2ccc(Oc3nnnn3-c3ccccc3)cc2)CC1
  5.4	1.4	4.8	12.7	2.6	1.1	-2.6	-4.6	21.4
O=C1CN(C(=O)N[C@@H](Cc2ccccc2)C(=O)N[C@H](C(=O)O)c2ccccc2)c2ccccc2N1
  9.4	-2.1	-3.1	-9.7	-5.3	9.4	1.6	0.9	-5.3
CC(=O)c1ccc(N(CC(=O)NC2CCS(=O)(=O)C2)S(=O)(=O)c2ccc(C)cc2)cc1 (stereo unspecified)
  x	x	x	x	x	5.8	2.9	4.4	-3.5
CSc1cccc(NC(=O)c2cc(S(=O)(=O)N3CCc4ccccc43)cn2C)c1
  19.8	-28.7	-9.8	-61.9	5.9	-47.0	0.1	-38.9	-43.2
CC1=C(O)C(=O)OC1c1c(Cl)cccc1Cl (stereo unspecified)
  0.9	-0.3	-56.2	11.0	-8.2	2.0	-1.8	0.6	-0.4
CCc1nc(SCc2ccc(F)cc2)[nH]c(=O)c1C#N
  1.6	4.0	-6.2	6.2	18.9	0.3	1.4	8.1	16.3
O=C(NCc1cccnc1)C1CCC(CNS(=O)(=O)c2ccc(Cl)cc2)CC1 (stereo unspecified)
  8.2	-2.3	-0.1	11.3	14.7	9.8	-2.3	12.7	-4.6
CC(C)OP(=O)(OC(C)C)C(NC(=O)c1cccc([N+](=O)[O-])c1)C(N)=O (stereo unspecified)
  20.6	5.3	1.4	7.8	6.8	2.6	2.5	-4.9	1.9
CCc1ccccc1NC1c2ccccc2C(=O)N1c1cc(C)ccn1 (stereo unspecified)
  -2.4	7.7	-1.5	3.0	-3.2	7.5	3.1	4.5	-14.3
Cc1noc(C)c1COc1ccc(C(=O)NCC2CCCO2)cc1 (stereo unspecified)
  8.1	-0.4	3.8	-1.8	11.9	4.3	1.0	-1.4	-3.7
O=C(NC1CCCCC1)C(c1ccco1)N(Cc1cccs1)C(=O)Cn1nnc2ccccc21 (stereo unspecified)
  -8.8	-2.0	-4.1	-5.1	19.5	1.8	1.3	-0.7	12.0
O=C(CC(Nc1ccc(Cl)cc1Cl)C(=O)O)c1ccccc1 (stereo unspecified)
  17.0	2.8	1.0	3.9	-0.3	2.2	-1.1	-4.6	9.6
COc1cc(/C=N/n2nnnc2N)cc(Cl)c1OC
  -11.4	0.5	12.5	1.9	6.8	6.3	2.7	-0.6	12.7
CCC(C)(C)NC(=O)C(c1cccc(OC)c1OC)N(CCOC)C(=O)CCC(=O)Nc1cc(C)on1 (stereo unspecified)
  -7.9	-3.3	4.3	-3.8	-12.4	-6.4	0.2	8.2	12.7
CC(Oc1ccccc1F)C(=O)NC1CCS(=O)(=O)C1 (stereo unspecified)
  -5.7	0.9	-2.8	-1.5	1.1	0.5	-5.6	-2.4	15.8
Cc1cc(NC(=O)COC(=O)c2ccc(S(=O)(=O)N3CCCC3)cc2)no1
  4.3	6.4	-0.5	0.9	6.6	10.6	1.3	9.4	21.9
N#Cc1c(N)nc(SCC(=O)NC2CCCCC2)c(C#N)c1-c1ccc(Cl)cc1
  15.7	-5.3	1.4	-5.0	2.3	1.1	-3.6	-1.5	-1.7
COc1ccccc1C(=O)OC(C)CN1CCN(C)CC1 (stereo unspecified)
  -11.1	6.1	-3.9	9.5	-5.3	7.0	-0.3	-1.0	-0.8
CCC(C)NC(=O)c1nc2c(nnn2Cc2ccccc2Cl)c(=O)[nH]1 (stereo unspecified)
  5.8	-0.9	5.1	1.9	4.8	5.3	-6.4	-0.8	8.8
Cc1cc2nc3ccc(N(C)C)cc3nc2cc1N
  22.7	31.8*	47.4*	33.0*	10.2	31.8*	29.3*	46.0*	22.8
N#C/C(=C\c1cccnc1)c1ccc(Br)cc1
  -17.2	2.4	7.5	12.9	-4.0	4.4	5.2	-3.1	10.3
Cn1nnnc1SCc1csc(C2C(C#N)=C(N)OC3=C2C(=O)CCC3)c1 (stereo unspecified)
  -0.7	-3.7	1.4	2.7	-9.8	9.7	-3.2	-6.3	9.3
CC(C)c1cc(C(=O)N/N=C/c2ccoc2)cs1
  -2.7	-2.8	0.0	-1.3	0.7	2.7	-1.0	-1.5	-7.1
O=C(O)c1cccc(NC(=S)NC(=O)c2ccncc2)c1
  -9.1	-3.6	-8.5	-9.0	2.4	5.6	-4.3	-1.6	-2.2

Part of the list above in order of molecular weight, falling.
Results follow in this order: ZTA DNA inh	LYPLA1 counter	GSTO1 counter	LYPLA2 inh	EBNA-1 inh	PAFAH1B3 FP inh	PAD4 inh	PAFAH2 FP inh	PREPL inhibitor
CCC(C)(C)NC(=O)C(c1cccc(OC)c1OC)N(CCOC)C(=O)CCC(=O)Nc1cc(C)on1 (stereo unspecified)
  -7.9	-3.3	4.3	-3.8	-12.4	-6.4	0.2	8.2	12.7
O=C(NC1CCCCC1)C(c1ccco1)N(Cc1cccs1)C(=O)Cn1nnc2ccccc21 (stereo unspecified)
  -8.8	-2.0	-4.1	-5.1	19.5	1.8	1.3	-0.7	12.0
N#Cc1c(N)nc(SCC(=O)NC2CCCCC2)c(C#N)c1-c1ccc(Cl)cc1
  15.7	-5.3	1.4	-5.0	2.3	1.1	-3.6	-1.5	-1.7
Cn1nnnc1SCc1csc(C2C(C#N)=C(N)OC3=C2C(=O)CCC3)c1 (stereo unspecified)
  -0.7	-3.7	1.4	2.7	-9.8	9.7	-3.2	-6.3	9.3
Cc1cc(NC(=O)COC(=O)c2ccc(S(=O)(=O)N3CCCC3)cc2)no1
  4.3	6.4	-0.5	0.9	6.6	10.6	1.3	9.4	21.9
CCC(C)NC(=O)c1nc2c(nnn2Cc2ccccc2Cl)c(=O)[nH]1 (stereo unspecified)
  5.8	-0.9	5.1	1.9	4.8	5.3	-6.4	-0.8	8.8
O=C(CC(Nc1ccc(Cl)cc1Cl)C(=O)O)c1ccccc1 (stereo unspecified)
  17.0	2.8	1.0	3.9	-0.3	2.2	-1.1	-4.6	9.6
O=C(O)c1cccc(NC(=S)NC(=O)c2ccncc2)c1
  -9.1	-3.6	-8.5	-9.0	2.4	5.6	-4.3	-1.6	-2.2
COc1ccccc1C(=O)OC(C)CN1CCN(C)CC1 (stereo unspecified)
  -11.1	6.1	-3.9	9.5	-5.3	7.0	-0.3	-1.0	-0.8
N#C/C(=C\c1cccnc1)c1ccc(Br)cc1
  -17.2	2.4	7.5	12.9	-4.0	4.4	5.2	-3.1	10.3
COc1cc(/C=N/n2nnnc2N)cc(Cl)c1OC
  -11.4	0.5	12.5	1.9	6.8	6.3	2.7	-0.6	12.7
Cc1cc2nc3ccc(N(C)C)cc3nc2cc1N
  22.7	31.8*	47.4*	33.0*	10.2	31.8*	29.3*	46.0*	22.8

Later entries:
Results follow in this order: ZTA DNA inh	LYPLA1 counter	GSTO1 counter	LYPLA2 inh	EBNA-1 inh	PAFAH1B3 FP inh	PAD4 inh	PAFAH2 FP inh	PREPL inhibitor
CN(NC(=O)c1c(Cl)cccc1Cl)c1cccc(Cl)n1
  -1.9	3.6	3.6	4.7	8.3	6.7	4.1	-8.3	6.9
Cc1cccc(NC(=S)NC2CC3CCCC(C2)N3CC(C)C)c1 (stereo unspecified)
  -10.5	5.3	-1.1	10.6	-1.8	7.5	-0.7	6.9	18.8
Cc1ccc(S(=O)(=O)N2CCCCC2)cc1NC(=O)COC(=O)Cc1cccc(C(F)(F)F)c1
  14.6	-5.6	0.8	-9.3	4.7	1.7	-4.7	4.7	-2.5
Cc1cccc(C)c1NC(=O)CNC(=O)C1CCCC1
  -25.8	-0.6	x	6.7	x	-0.6	2.3	1.6	9.8
Cc1ccc(C(=O)OCC(=O)NCCC2=CCCCC2)cc1N
  4.4	-3.6	-4.7	-7.2	-16.4	0.5	-5.2	2.1	-39.0
CCOC(=O)N1CCN(C(=O)c2ccc3c(=O)n(-c4ccc(F)cc4)c(=S)[nH]c3c2)CC1
  -14.8	4.8	-1.4	3.3	-3.7	4.4	4.4	-8.8	7.0
Cc1cccc(N(Cc2ccccc2F)S(C)(=O)=O)c1
  0.0	-1.8	-3.5	5.1	8.2	4.6	-5.1	-2.9	-2.8
O=C(CC12CC3CC(CC(C3)C1)C2)NCCN1CCOCC1
  0.0	-0.2	1.9	0.9	4.8	7.1	-2.0	-2.1	3.9
Cc1ccc(-c2csc3ncnc(SCC(=O)c4ccc5c(c4)OCCO5)c23)cc1
  -4.4	-2.7	-4.3	-3.7	9.3	-5.4	-4.4	-10.3	-5.2
Cc1noc(COc2ccccc2OCC(O)CNC(C)(C)C)n1 (stereo unspecified)
  16.5	-3.8	0.8	-3.0	-4.2	3.2	-2.2	9.8	18.1
CN1CCC(N(C)S(=O)(=O)c2ccc(F)cc2F)CC1
  9.8	-1.9	7.9	-9.4	-3.0	4.7	8.7	-0.7	2.8
COc1cccc(CNC(=O)CC2Sc3ccccc3NC2=O)c1 (stereo unspecified)
  9.0	0.9	-10.4	-0.6	1.3	4.7	-3.4	-6.0	-1.0
COC(=O)CSc1nnc(CNC(=O)c2ccc(OC)c(OC)c2)n1C
  8.7	-1.5	13.0	-0.8	-10.1	8.1	-6.3	2.7	6.4
N=c1n(CCCOc2ccc(Br)cc2)c2ccccc2n1CC(N)=O
  7.5	-2.0	-8.7	-4.9	-8.3	4.9	-8.0	0.6	-15.2
C[C@H](CO)N1C[C@H](C)[C@@H](CN(C)S(C)(=O)=O)Oc2ccc(NC(=O)CCN3CCOCC3)cc2C1=O
  x	x	x	x	x	10.8	-0.3	4.4	10.4
COc1ccc(-c2cc(C(=O)NCc3cccnc3)no2)cc1
  14.7	0.3	4.5	0.8	-11.9	-0.6	0.4	5.2	2.5
COc1nc(-c2ccc(Cl)cc2)ccc1-c1noc(-c2cccs2)n1
  -3.0	-1.0	5.8	5.6	8.7	3.2	5.8	1.2	-0.9
O=C(NCC(c1cccnc1)N1CCN(c2ccccc2)CC1)OCc1ccccc1 (stereo unspecified)
  6.1	-5.0	0.9	-4.1	12.9	7.7	1.7	-5.6	22.1

A portion of the library, so the mix of outcomes need not match the whole.
